ATXN viability = reduces viability in counter-screen for ATXN expression inhibitors; Potency, µM (titrated, usually from 56.7 µM), actives largely listed as cytotoxic; hit rate 0.49% among 400,000; S2 cells (HEK-293 line with an ATXN2-luciferase reporter) viability, CellTiter-Fluor protease fluorescence, 24 h; further: potency means the concentration at half of the fitted maximal effect; nearly all actives have a fitted effect of over 40% in size
IL1B secr inh = blocks inflammasome-driven IL-1 beta release | THP-1 LPS/ATP IL-1B secretion, AlphaLISA, 16 h; stronger effect = lower value | activity change, % at 57.5 µM | hit rate 4.7% among 360,000; in the data active means activity change below about -50%; inconclusive means mostly about -30% to -49%; further: on the % scale 0 is the no-effect control and ±100 the full control effect
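Secreted IL-1B measured by AlphaLISA bead assay after 16 h compound exposure of THP-1 cells; compounds (final up to 57.5 uM) added 1 h before LPS (250 ng/mL) and ATP (1.25 mM) stimulation; lower signal means less secretion.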
SW480 rereplic = inducers of DNA re-replication in SW480 colon cancer cells | SW480 DNA re-replication, Hoechst DNA content imaging, 48 h | Potency, µM (top dose mostly 46.1 µM), without a hit: at the highest dose re-replication activation, actives largely listed as activators | hit rate 1.8% among 340,000 | AID 624297; further: potency means the concentration at half of the fitted maximal effect; % of control where 0% means no effect; nearly all actives have a fitted effect of over 55% in size
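First, 250 cells per well were seeded. Next, compound or vehicle (23 nL) was pinned in, plates sat 48 hr at 37 C. Finally Hoechst was added for 40 min before fluorescence scanning.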
KB-V1 cytotox = kills drug-selected multidrug resistant KB-V1 cells; KB-V1 MDR cells viability, CellTiter-Glo, 72 h; Potency, µM (highest dose often 46.1 µM), inactives show at the highest dose activity change, negative = cytotoxicity, hits mostly cytotoxic; hit rate 3.4% among 400,000; AID 1347076; further: potency means the concentration at half of the fitted maximal effect; on the % scale 0 is the no-effect control and ±100 the full control effect; nearly all actives have a fitted effect of over 60% in size
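Compound-treated KB-V1 multidrug-resistant cells, 72 h, 37 degrees C; viability by CellTiter-Glo. Fitted qHTS curves give the values.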
KB-3-1 tox = kills parental KB-3-1 adenocarcinoma cells; KB-3-1 viability, CellTiter-Glo ATP luminescence, 72 h; Potency, µM (series often up to 46.1 µM), inactives show top-dose activity change, negative = cytotoxic, hits mostly cytotoxic; hit rate 1.4% among 400,000; further: potency means the concentration at half of the fitted maximal effect; on the % scale 0 is the no-effect control and ±100 the full control effect; nearly all actives have a fitted effect of over 60% in size
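Luminescent ATP read-out (CellTiter-Glo) measures survival of drug-naive KB-3-1 cells after 72 h compound exposure at 37 °C. Titration series was screened from lowest to highest concentration, with DMSO vehicle plates as background controls.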
ATXN2 expr inh = ATXN2 expression inhibition. HEK-293 ATXN2-luciferase reporter, luminescence, 24 h. Potency, µM (highest dose often 57 µM), without a hit: top-dose activity change, negative = inhibition, hits mostly inhibitors. hit rate 0.72% among 360,000; further: potency means the concentration at half of the fitted maximal effect; on the % scale 0 is the no-effect control and ±100 the full control effect; nearly all actives have a fitted effect of over 55% in size
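ATXN2-luciferase reporter cells (luciferase flanked by upstream and downstream ATXN2 gene portions) were treated 24 h at 37 °C with compounds at up to 57 uM. SteadyGlo luminescence gave expression; GF-AFC fluorescence gave viability.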
HT1080-NT tox = kills 2HG-producing HT-1080-NT fibrosarcoma cells; hit rate 1.6% among 360,000; HT-1080-NT fibrosarcoma viability, CellTiter-Glo ATP luminescence, 48 h; Potency, µM (top dose mostly 46.1 µM), for inactives: top-dose activity, negative = less viability, actives largely listed as cytotoxic; AID 686970;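 further: NT is the 2HG producing partner of a matched IDH1 knockdown line; potency means the concentration at half of the fitted maximal effect; 0% = DMSO-treated cells and -100% = media-only wells without cells; nearly all actives have a fitted effect of over 55% in size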
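Toxicity toward the 2HG-producing NT line was scored as %Activity, normalised to DMSO and no-cell wells, from CellTiter-Glo luminescence after 48 hours' treatment.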
HT1080 IDH1KD tx = HT-1080 IDH1 knockdown cell toxicity (counter line); HT-1080 IDH1 knockdown viability, ATP luminescence, 48 h; hit rate 2% among 360,000; AID 686971; Potency, µM (doses to about 46.1 µM), for the others: at the highest dose activity, negative = toxicity, most hits filed as cytotoxic;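 further: potency means the concentration at half of the fitted maximal effect; 0% = DMSO wells and -100% = cell-free medium wells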
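After a 2 h attachment period, IDH1KD HT-1080 cells took pin-transferred compound for 48 h at 37 °C; ATP-based luminescence after 10 min room-temperature reagent incubation reported viability.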
MCF10A rerep = induces DNA re-replication in MCF 10a normal breast cells; MCF 10A DNA re-replication, Hoechst nuclear intensity, 48 h; Potency, µM (doses to about 46.1 µM), inactives show at the top dose activity, positive = re-replication, hits mostly activators; hit rate 2.9% among 350,000; further: potency means the concentration at half of the fitted maximal effect; % of control where 0% means no effect; nearly all actives have a fitted effect of over 50% in size
Starred values were filed as active, the others as inactive; i = inactive; ? = inconclusive; · = not tested or not shown; [ ] = another dose, or the depositor's remark. Unless noted, the call rests on the fitted dose curve; in most records, active means well fitted curve in the direction sought with a large enough effect; inconclusive means small, poorly fitted or top-dose-only effect, or another doubt; inactive means no such curve, though single readings can be large; an effect the other way counts as inactive or inconclusive. Not a hit list; any-hit rate near 11%.

Values in the order: ATXN viability	IL1B secr inh	SW480 rereplic	KB-V1 cytotox	KB-3-1 tox	ATXN2 expr inh	HT1080-NT tox	HT1080 IDH1KD tx	MCF10A rerep
Cc1nnc(NC(=O)CN2CCN(Cc3ccccc3)CC2)s1
  i	24	1%	10%	4%	·	-11%	-9%	2%
CSCCC(NC(=O)c1ccccc1Cl)C(=O)NCCOc1ccc(C)cc1 (stereo unspecified)
  i	-11	·	?	-3%	·	-5%	-5%	·
CCOC(=O)NC(Nc1ncccn1)(C(F)(F)F)C(F)(F)F
  i	-15	-4%	24%	-1%	-23%	10%	10%	1%
CCCn1c(SCC(=O)NCCc2ccccc2)nnc1-c1ccco1
  i	0	0%[9.22 µM]	-11%	25%	-15%	1%	-2%	-2%
O=c1[nH]c(C2CCN(S(=O)(=O)c3ccccc3)CC2)nc2c1nnn2Cc1cccc(Cl)c1
  i	-27	-7%	10%	7%	1%	?	?	12%
Cc1ccc2cc(C3C(C#N)=C(N)Oc4c3ccc3cccnc43)c(=O)[nH]c2c1 (stereo unspecified)
  i	89	?	0%	11%	?	11µM*	?	?
Cc1cc(C)c(S(=O)(=O)c2ccc(F)cc2C)c(=O)[nH]1
  i	22	7%	4%	-18%	2%	4%	9%	-1%
CC1(C(=O)Nc2ccc3c(c2)OCCO3)CN(S(C)(=O)=O)CC(=O)N1CCc1ccccc1F (stereo unspecified)
  ·	-8	·	-10%	-2%	·	0%	-7%	·
O=C(CSc1ncnc2nc[nH]c12)N1CCOCC1
  i	14	18µM*	-2%	-3%	6%	4%	4%	8.2µM*
CCCCn1c(N)c(N(CCOC)C(=O)COc2ccc(Cl)cc2)c(=O)[nH]c1=O
  i	3	2%	16%	-1%	4%[11.3 µM]	5%	1%	1%
CCOC(=O)c1cccc(NC(=O)C2CCCN(S(=O)(=O)c3ccc4c(c3)oc(=O)n4C)C2)c1 (stereo unspecified)
  ?	·	·	16%	1%	-12%	·	·	·
COc1ccc([C@@H]2C[C@@H](c3ccccc3)Oc3cc(C)cc(C)c32)cc1
  i	28	5%	0%	-1%	0%	8%	11%	?
CCc1ccccc1NC(=O)CSc1ncccc1C(=O)O
  i	·	·	?	17%	3%	·	·	·
CC(C)(C)OC(=O)N1CCC(CC2CC(c3ccccc3)=NO2)(C(=O)O)CC1 (stereo unspecified)
  i	54	-13%	-12%	0%	1%	5%	7%	0%
CCOC(=O)C1(C)CCN1C(=O)c1ccccc1OC (stereo unspecified)
  i	22	·	-4%	0%	10%	21%	?	·
CCOC(=O)CNC(=O)c1ccc(SCC)cc1
  i	-19	-2%[9.22 µM]	-2%	-3%	14%	-2%	-2%	1%
O=C(NCc1cccs1)c1ccccc1[N+](=O)[O-]
  i	10	6%	2%	-2%	-5%	14%	3%	2%
CCn1c(=S)sc2c(=O)[nH]c(SCC(=O)Nc3cc(OC)ccc3OC)nc21
  i	40	4%	?	8%	2%	-19%	-11%	-3%
CN1/C(=C\C(=O)Nc2ccc(F)cc2)C(C)(C)c2ccccc21
  i	0	·	-16%	1%	-3%	11%	13%	6%
Cc1cccc(-c2nc(=S)c3c(n2Cc2ccco2)CCCC3)c1
  i	6	?	-10%	-1%	16%	-3%	-8%	16%
O=C(CNC(=O)c1ccccc1)NC1(C(=O)NC2CCCC2)CCCCC1
  ·	-20	-4%	2%	14%	·	4%	0%	1%
CC1(C)CC2C1CCC1(O)CC2(C)CCC1N(O)c1ccc(C(=O)NCCO)cn1 (stereo unspecified)
  ?	82	13%	-10%	?	28µM*	-18%	-8%	-18%
COCC(=O)N(C)C[C@H]1N[C@@](C)(C(=O)OC)[C@H]2C(=O)N(Cc3ccccc3)C(=O)[C@@H]12
  i	14	-6%	0%	23%	1%	17%	14%	?
Cc1cc(=O)n(CC(=O)N2CCCCC2)c2c1c(C)nn2C
  i	·	·	4%	2%	3%	·	·	·
COc1ccc(CCNC(=O)CSCC(=O)Nc2cc(S(C)(=O)=O)ccc2Cl)cc1
  i	2	7%	1%	?	-9%	3%	3%	-4%
O=C(NNC(=S)Nc1ccccc1)c1ccc2ncccc2c1
  i	-11	1%	-10%	1%	-5%	12%	20%	20%
Cc1ccc(-c2cc(C(=O)Nc3nccs3)c3ccccc3n2)o1
  i	-4	?	7.3µM*	-2%	10%	7%	6%	?
COc1cc(C(CCN2CCOCC2)c2c(OC)cc(OC)c3c(-c4ccccc4)cc(=O)oc23)cc(OC)c1OC (stereo unspecified)
  ?	-29	?	0%	0%	-22%	-26%	?	?
O=C(COc1ccc(Br)cc1)NNC(=O)Cc1ccc(S(=O)(=O)N2CCOCC2)s1
  i	11	-1%	-28%	0%	-23%	1%	-4%	-1%
O=C(NCc1ccco1)C1CCCN(S(=O)(=O)c2cc(Cl)ccc2Cl)C1 (stereo unspecified)
  i	17	-4%	-9%	?	-2%	9%	4%	8%

2 compounds drawn at random from the list so far:
Values in the order: ATXN viability	IL1B secr inh	SW480 rereplic	KB-V1 cytotox	KB-3-1 tox	ATXN2 expr inh	HT1080-NT tox	HT1080 IDH1KD tx	MCF10A rerep
CCn1c(=S)sc2c(=O)[nH]c(SCC(=O)Nc3cc(OC)ccc3OC)nc21
  i	40	4%	?	8%	2%	-19%	-11%	-3%
COc1cc(C(CCN2CCOCC2)c2c(OC)cc(OC)c3c(-c4ccccc4)cc(=O)oc23)cc(OC)c1OC (stereo unspecified)
  ?	-29	?	0%	0%	-22%	-26%	?	?

Grouped by structure: those above with a thiophene ring, fused or not (2)
Values in the order: ATXN viability	IL1B secr inh	SW480 rereplic	KB-V1 cytotox	KB-3-1 tox	ATXN2 expr inh	HT1080-NT tox	HT1080 IDH1KD tx	MCF10A rerep
O=C(NCc1cccs1)c1ccccc1[N+](=O)[O-]
  i	10	6%	2%	-2%	-5%	14%	3%	2%
O=C(COc1ccc(Br)cc1)NNC(=O)Cc1ccc(S(=O)(=O)N2CCOCC2)s1
  i	11	-1%	-28%	0%	-23%	1%	-4%	-1%

A stretch of the results above, as a working copy:
Values in the order: ATXN viability	IL1B secr inh	SW480 rereplic	KB-V1 cytotox	KB-3-1 tox	ATXN2 expr inh	HT1080-NT tox	HT1080 IDH1KD tx	MCF10A rerep
CC1(C(=O)Nc2ccc3c(c2)OCCO3)CN(S(C)(=O)=O)CC(=O)N1CCc1ccccc1F (stereo unspecified)
  ·	-8	·	-10%	-2%	·	0%	-7%	·
O=C(CSc1ncnc2nc[nH]c12)N1CCOCC1
  i	14	18µM*	-2%	-3%	6%	4%	4%	8.2µM*

Next section:
Values in the order: ATXN viability	IL1B secr inh	SW480 rereplic	KB-V1 cytotox	KB-3-1 tox	ATXN2 expr inh	HT1080-NT tox	HT1080 IDH1KD tx	MCF10A rerep
O=C(Nc1ccc(C(=O)N2CCCC2)cc1)Nc1ccc(Cl)cc1Cl
  i	-3	-2%	20%	21%	-7%	18%	22%	-8%
CC(C)(C)OC(=O)N1CCC[C@H]1c1nnc(SCC(=O)Nc2cccc(Cl)c2)o1
  i	16	-9%	0%	21%	3%	-14%	3%	-1%
O=C(Nc1nnc([C@H]2C[C@H](O)[C@@H](CO)O2)s1)Nc1cccc2c1CCCC2
  i	30	·	27%	0%	13%	14%	25%	·
O=C(NC(NC(=S)Nc1c(Cl)cccc1Cl)C(Cl)(Cl)Cl)OCc1ccccc1 (stereo unspecified)
  ?	?	8%	?	?	-22%	?	?	?
COC(=O)c1cc(=O)nc(NN=C2c3ccccc3-c3ccccc32)s1
  ·	0	·	-8%	-4%	?	?	?	·
CCOC(=O)c1ccc(-c2ccc(/C=N/NC(=O)CN(c3cccc(C)c3)S(C)(=O)=O)o2)cc1
  i	13	12%	-2%	0%	3%	0%	0%	9%
CCOC(=O)c1ccccc1NC(=O)c1ccc(NS(C)(=O)=O)cc1
  i	-8	-9%	-1%	1%	-2%	3%	-4%	4%
O=C(c1ccccc1)N1CCCC(C(=O)N2CCc3ccccc3C2)C1 (stereo unspecified)
  i	-20	-17%	-15%	6%	-5%	-5%	0%	9%
Cc1cccc(OCC(=O)NCC(=O)n2nc(C)cc2C)c1
  i	33	3%	26%	?	2%	14%	-10%	-39%[inhibitor]
COc1ccc2nc(C)cc(SCC(=O)N/N=C/c3c(OC)ccc4ccccc34)c2c1
  i	21	-6%	-18%	?	-7%	10%	16%	-8%
COc1ccccc1C1CCN(Cc2cccc([N+](=O)[O-])c2)CC1
  i	36	-7%	?	-1%	·	0%	1%	18%
CCCCc1c(-c2ccccc2F)ncn1CCc1ccccc1OC
  ·	-59*	·	15µM*	?	-23%	?	?	·
COc1cccc(NC(=S)NC2CC(C)CC(C)(C)C2)c1 (stereo unspecified)
  ?	6	·	?	-9%	·	-15%	-16%	·

Looked up above:
Value of COC(=O)c1cc(=O)nc(NN=C2c3ccccc3-c3ccccc32)s1 in IL1B secr inh: 0
Value of COc1ccccc1C1CCN(Cc2cccc([N+](=O)[O-])c2)CC1 in IL1B secr inh: 36

Source: PubChem BioAssay (National Center for Advancing Translational Sciences (NCATS))
